IDE exosite inh = insulin-degrading enzyme (human) exo-site inhibition | P14735 | purified IDE, FL-6b probe fluorescence polarization; hits give low values | z-score at 20 µM | 17,000 tested, 6.3% active | AID 1259349;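 active = z-score of -3 or lower, meaning strong loss of probe binding signal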;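 note: His-tagged human IDE residues 42-1019 made in E. coli with 30 nM FL-6b probe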
Target sequence (P14735 42-1019 limits assumed): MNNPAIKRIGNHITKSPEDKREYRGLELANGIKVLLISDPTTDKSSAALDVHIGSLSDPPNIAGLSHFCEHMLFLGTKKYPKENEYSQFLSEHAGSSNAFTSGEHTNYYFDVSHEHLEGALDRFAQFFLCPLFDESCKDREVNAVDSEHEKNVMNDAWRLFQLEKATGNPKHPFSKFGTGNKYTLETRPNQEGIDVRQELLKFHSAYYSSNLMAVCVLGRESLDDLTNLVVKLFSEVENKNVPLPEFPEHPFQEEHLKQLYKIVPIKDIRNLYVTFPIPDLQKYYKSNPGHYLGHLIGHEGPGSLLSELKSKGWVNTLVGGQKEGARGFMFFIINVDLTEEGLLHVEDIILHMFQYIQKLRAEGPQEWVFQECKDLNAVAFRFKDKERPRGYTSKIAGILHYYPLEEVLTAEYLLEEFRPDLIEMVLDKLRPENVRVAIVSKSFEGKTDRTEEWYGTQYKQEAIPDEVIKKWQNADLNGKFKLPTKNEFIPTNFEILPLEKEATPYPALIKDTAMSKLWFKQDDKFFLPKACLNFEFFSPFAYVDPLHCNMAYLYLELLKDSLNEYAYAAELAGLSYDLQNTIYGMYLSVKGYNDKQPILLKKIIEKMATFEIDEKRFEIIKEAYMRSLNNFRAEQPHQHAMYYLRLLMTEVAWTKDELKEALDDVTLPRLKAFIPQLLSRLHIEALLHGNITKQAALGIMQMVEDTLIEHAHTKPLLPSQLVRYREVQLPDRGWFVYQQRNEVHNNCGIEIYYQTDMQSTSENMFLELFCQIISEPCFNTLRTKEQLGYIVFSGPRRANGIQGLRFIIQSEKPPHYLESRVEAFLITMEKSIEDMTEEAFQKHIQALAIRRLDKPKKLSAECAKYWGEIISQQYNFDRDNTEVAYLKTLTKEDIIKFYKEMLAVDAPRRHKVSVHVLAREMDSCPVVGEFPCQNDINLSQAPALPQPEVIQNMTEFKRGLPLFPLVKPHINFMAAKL
An asterisk follows results filed as active; & = joins results of further samples.

SMILES	IDE exosite inh
CN1C(=O)c2cc(NC(=O)Nc3ccc(Cl)cc3)ccc2OC[C@@H]2O[C@@H](CC(=O)NCCN3CCCCC3)CC[C@H]21	0.979
CC(=O)N1CC(=O)N2[C@H](CO)[C@@H](c3ccc(-c4ccccc4)cc3)[C@H]2C1	5.28
CN(C)C(=O)c1ccc(-c2ccc([C@H]3[C@H]4CN(C(=O)C5CCCCC5)CC(=O)N4[C@H]3CO)cc2)cc1	1.13
O=C1CN(Cc2ccc(F)cc2)C[C@@H]2[C@@H](c3ccc(-c4ccccc4F)cc3)[C@H](CO)N12	-0.173
COCC#Cc1ccc([C@H]2[C@H]3CN(C(=O)c4ccncc4)CC(=O)N3[C@H]2CO)cc1	-0.807
CC(C)NC(=O)N1[C@H](C#N)[C@@H](c2ccc(C#CC3CCCCC3)cc2)[C@H]1CO	4.11
CC(C)C#Cc1ccc([C@@H]2[C@@H](C#N)N(C(=O)c3cccc(F)c3)[C@H]2CO)cc1	1.31
C[C@H](CO)N1C[C@H](C)[C@H](CN(C)Cc2ccc(-c3ccccc3)cc2)Oc2ccc(N(C)C)cc2CC1=O	-0.562
CCC(=O)N1CC(=O)N2[C@@H](CO)[C@H](c3ccc(C#Cc4cccc(OC)c4)cc3)[C@@H]2C1	-9.1*
C[C@@H]1CN([C@@H](C)CO)S(=O)(=O)c2ccc(C#CCC3CCCC3)cc2O[C@@H]1CN(C)C(=O)c1cnccn1	-0.18
COc1ccccc1NC(=O)N1[C@H](C#N)[C@@H](c2ccccc2)[C@@H]1CO	-0.273
C[C@@H]1CCCCO[C@H](CN(C)C(=O)Nc2ccc(C(F)(F)F)cc2)[C@@H](C)CN([C@@H](C)CO)C(=O)c2cc(NS(=O)(=O)c3cn(C)cn3)ccc2O1	1.26
O=C(c1cccc(F)c1)N1CC(=O)N2[C@@H](CO)[C@@H](c3ccc(-c4ccccc4F)cc3)[C@@H]2C1	-1.15
O=C(Cc1cccnc1)N1[C@H](CO)[C@H](c2ccccc2)[C@H]1CNCC1CCC1	-0.161
CCS(=O)(=O)N1Cc2cc(C(=O)N(C)C)nc(-c3cccc(-c4ccc(C#N)cc4)c3)c2[C@H]1CCO	1.21
COc1cccc(S(=O)(=O)N2C[C@H](O)COC[C@@H]3O[C@@H](CC(=O)NCCCN4CCOCC4)CC[C@H]32)c1	-0.218
N#Cc1ccc(-c2ccc(C3[C@@H]4CN(C(=O)Nc5ccc(C(F)(F)F)cc5)C[C@H]3N4)cc2)cc1 (stereo not given in full)	6.19&1.96
COc1ccc(S(=O)(=O)N(C)C[C@@H]2OCCCC[C@@H](C)Oc3ccc(NC(=O)Cc4ccccc4)cc3C(=O)N([C@@H](C)CO)C[C@H]2C)cc1	0.824
CS(=O)(=O)N1CCCCN2[C@H](CO)[C@H](c3ccc(-c4cccc(C#N)c4)cc3)[C@H]2C1	2.45
C[C@@H]1CN([C@H](C)CO)C(=O)c2cc(NC(=O)CCCN(C)C)ccc2O[C@H]1CN(C)Cc1ccc(Cl)c(Cl)c1	0.414
CCCNC(=O)C[C@@H]1CC[C@@H]2[C@@H](COc3ccc(NC(=O)CC)cc3C(=O)N2C)O1	-0.354
CN(C[C@@H]1[C@@H](c2ccccc2)[C@H](CO)N1C(=O)c1ccccc1)C(=O)C1CC1	3.68
C/C=C/c1ccc([C@H]2[C@@H](CO)N(CC3CC3)[C@H]2CNS(C)(=O)=O)cc1	1.2
CC(=O)N1CC(=O)N2[C@@H](CO)[C@H](c3ccc(-c4cccc(C(=O)N(C)C)c4)cc3)[C@@H]2C1	0.987
CCS(=O)(=O)N1CC2(CN(C(=O)Cc3ccccn3)[C@H](CO)c3[nH]c4cc(OC)ccc4c32)C1	-1.49
O=C(Nc1cccc(F)c1)N1CCCCN2[C@H](CO)[C@@H](c3ccc(-c4ccccc4F)cc3)[C@H]2C1	1.28
O=C(c1ccc(F)cc1)N1CC(=O)N2[C@H](CO)[C@@H](c3ccc(-c4cccnc4)cc3)[C@@H]2C1	-0.166
O=C(Cc1ccccc1)N1CC(=O)N2[C@H](CO)[C@@H](c3ccc(-c4ccc(F)cc4)cc3)[C@@H]2C1	-0.491
O=C(CN1CCOCC1)N1CC2(C1)[C@H](c1ccccc1)[C@H](CO)N2Cc1cccc(F)c1	1.02
COc1cccc(C#Cc2ccc([C@@H]3[C@H](CO)N4C(=O)CN(C(=O)c5ccncc5)C[C@@H]34)cc2)c1	-5.06*
Cc1cccc(S(=O)(=O)N2CC[C@@H]3[C@@H](CO)Nc4ccc(-c5ccccc5F)cc4[C@@H]32)c1	3.71
O=C(c1ccc2c(c1)OCO2)N1CCCCN2[C@H](CO)[C@H](c3ccc(-c4ccccc4)cc3)[C@H]2C1	1.91
C/C=C/c1ccc2c(c1)[C@H]1[C@H](CCN1C(=O)C1CCCC1)[C@@H](CO)N2	1.76
O=C(C[C@@H]1CC[C@@H]2[C@H](COC[C@@H](O)CN2Cc2nccs2)O1)NCc1ccccc1Cl	-0.617
N#C[C@H]1[C@@H](c2ccc(/C=C/c3ccccc3)cc2)[C@@H](CO)N1C(=O)C1CC1	-0.147
COc1ccc(-c2ccccc2[C@@H]2[C@@H](C#N)N(C(=O)NC3CCCCC3)[C@H]2CO)cc1	0.292

By substructure, the entries above with a Cl atom
SMILES	IDE exosite inh
CN1C(=O)c2cc(NC(=O)Nc3ccc(Cl)cc3)ccc2OC[C@@H]2O[C@@H](CC(=O)NCCN3CCCCC3)CC[C@H]21	0.979
C[C@@H]1CN([C@H](C)CO)C(=O)c2cc(NC(=O)CCCN(C)C)ccc2O[C@H]1CN(C)Cc1ccc(Cl)c(Cl)c1	0.414
O=C(C[C@@H]1CC[C@@H]2[C@H](COC[C@@H](O)CN2Cc2nccs2)O1)NCc1ccccc1Cl	-0.617

Remaining list, next part:
SMILES	IDE exosite inh
Cc1ccc(-c2ccccc2[C@H]2[C@@H](C#N)N(c3ncc(-c4ccccc4)s3)[C@H]2CO)cc1	-0.535
CCCC#Cc1ccc([C@@H]2[C@@H](CO)N3CCCCN(S(C)(=O)=O)C[C@H]23)cc1	2.15
CCc1nc(N2[C@@H](C#N)[C@@H](c3ccccc3-c3ccccc3C)[C@@H]2CO)sc1C	0.0351
N#Cc1ccc(-c2ccc([C@@H]3[C@H]4CN(C(=O)C5CCC5)CC(=O)N4[C@H]3CO)cc2)cc1	4.78
Cc1ccc(-c2ccc([C@@H]3[C@H]4CN(C(=O)c5ccncc5)CC(=O)N4[C@H]3CO)cc2)cc1	-4.38*
CN1C(=O)c2cc(NC(=O)c3ccc(F)c(F)c3)ccc2OC[C@@H]2O[C@H](CC(=O)N3CCCCC3)CC[C@H]21	0.297
CCc1cnc(N2[C@H](C#N)[C@H](c3ccc(C4=CCCCC4)cc3)[C@H]2CO)s1	2.06
Cc1noc(C)c1NC(=O)N(C)C[C@@H]1Oc2ccc(NC(=O)CCCN(C)C)cc2C(=O)N([C@@H](C)CO)C[C@@H]1C	0.414
C[C@H](O)C#Cc1ccc([C@H]2[C@H](CO)N3CCCCN(CC4CC4)C[C@@H]23)cc1	2.69
COCC(=O)N1[C@H](CO)[C@@H](c2ccc(C#CCC3CCCC3)cc2)[C@@H]1C#N	-0.273
C[C@H]1CN([C@@H](C)CO)C(=O)c2ccccc2-c2ccccc2CO[C@@H]1CN(C)C(=O)CCC(F)(F)F	-1.24
CO[C@@H](CN(C)C(=O)c1ccccc1F)[C@H](C)CN([C@@H](C)CO)S(=O)(=O)c1ccc(F)cc1	1.44
CCC(=O)N1CCCCN2[C@@H](CO)[C@@H](c3ccc(-c4cccc(C(=O)N(C)C)c4)cc3)[C@@H]2C1	0.965
N#C[C@H]1[C@H](c2ccc(C#CC3CCCC3)cc2)[C@H](CO)N1C(=O)Cc1ccccn1	3.14
CCNC(=O)[C@@H]1[C@@H](CO)[C@@H]2Cn3c(cccc3=O)[C@H]1N2C(=O)Nc1cc(F)ccc1F	0.477
COc1ccc(NC(=O)N[C@@H]2CC[C@@H](CCNC(=O)CN3CCOCC3)O[C@H]2CO)cc1	1.25
O=C(C1CCC1)N1CCCCN2[C@H](CO)[C@H](c3ccc(C#CC4(O)CCCC4)cc3)[C@@H]2C1	2.29
Cc1noc(C)c1NC(=O)N(C)C[C@H]1Oc2ccc(NC(=O)CCCN(C)C)cc2C(=O)N([C@@H](C)CO)C[C@H]1C	0.86
O=C(c1ccccn1)N1CC(=O)N2[C@H](CO)[C@H](c3ccc(-c4cccc(F)c4)cc3)[C@@H]2C1	2.62
COc1ccc(S(=O)(=O)Nc2ccc3c(c2)C(=O)N([C@@H](C)CO)C[C@H](C)[C@H](CN(C)Cc2ccc(C(F)(F)F)cc2)OCCCC[C@@H](C)O3)cc1	1.34
CCC(=O)N1[C@H](CO)[C@H](c2ccc(-c3cccnc3)cc2)[C@@H]1CN(C)C(C)=O	3.05
COc1ccccc1C#Cc1ccc([C@@H]2[C@@H](CO)N(C(=O)C3CC3)[C@H]2C#N)cc1	-8.33*
CCCNC(=O)C[C@H]1CC[C@H]2[C@@H](COC[C@@H](O)CN2Cc2ccncc2)O1	0.271
Cc1ccccc1S(=O)(=O)N1CC(=O)N2[C@@H](CO)[C@H](c3ccc(C#CC4CC4)cc3)[C@@H]2C1	2.23
COc1cccc(-c2ccc([C@@H]3[C@@H](C#N)N(C(=O)c4ccccn4)[C@H]3CO)cc2)c1	-4.27*
O=C(Nc1ccccc1)N1CCCCN2[C@@H](CO)[C@@H](c3ccc(C#CC4CC4)cc3)[C@@H]2C1	-0.501
CCc1cnc(N2[C@@H](C#N)[C@@H](c3ccc(C4=CCCCC4)cc3)[C@@H]2CO)s1	-0.827
COc1cccc(S(=O)(=O)N2CCCCN3[C@H](C2)[C@H](c2ccc(C#CCC(C)C)cc2)[C@@H]3CO)c1	-1.42
COc1cccc(-c2ccc([C@@H]3[C@@H](CO)N4C(=O)CN(C(=O)c5cccnc5)C[C@H]34)cc2)c1	-1.31
O=C(Nc1cc(F)ccc1F)N1CCCCN2[C@@H](CO)[C@H](c3ccc(-c4ccncc4)cc3)[C@@H]2C1	3.83
O=C(c1ccccc1)N1C[C@H]2[C@@H](c3ccccc31)[C@@H](CO)N2Cc1ccccn1	1.96
C[C@@H]1CN([C@@H](C)CO)C(=O)CCCn2cc(nn2)CO[C@H]1CN(C)C(=O)CCC(F)(F)F	-1.93
COc1ccc(C#Cc2ccc([C@H]3[C@@H](CO)N4C(=O)CN(C(=O)Nc5ccccc5F)C[C@@H]34)cc2)cc1	5.17
COc1ccc2c3c([nH]c2c1)[C@@H](CO)NCC31CCN(Cc2ccc(F)cc2)CC1	-0.467
COc1ccc(S(=O)(=O)Nc2ccc3c(c2)CC(=O)N([C@@H](C)CO)C[C@H](C)[C@H](CN(C)C(=O)Nc2c(C)noc2C)O3)cc1	2.62
COc1ccc(-c2ccccc2[C@H]2[C@@H](C#N)N(C(=O)NC3CCCCC3)[C@H]2CO)cc1	1.32

Entries from the list above with an NH in an aromatic ring (2):
SMILES	IDE exosite inh
CCS(=O)(=O)N1CC2(CN(C(=O)Cc3ccccn3)[C@H](CO)c3[nH]c4cc(OC)ccc4c32)C1	-1.49
COc1ccc2c3c([nH]c2c1)[C@@H](CO)NCC31CCN(Cc2ccc(F)cc2)CC1	-0.467

Continuation.
SMILES	IDE exosite inh
COc1ccc(S(=O)(=O)N2CCCCN3[C@@H](CO)[C@@H](c4ccc(-c5cccnc5)cc4)[C@@H]3C2)cc1	-2.51
CN(C)CC(=O)N1CCCCN2[C@H](C1)[C@@H](c1ccc(-c3cccc(C(=O)N(C)C)c3)cc1)[C@@H]2CO	4.51
O=S(=O)(c1ccc(-c2ccccc2)cc1)N1[C@@H]2CNC[C@H]1C2c1ccc(-c2ccccc2)cc1 (stereo not given in full)	4.86
COc1cccc(NC(=O)Nc2ccc3c(c2)C(=O)N(C)C[C@H](OC)[C@@H](C)CN(CC2CC2)[C@H](C)CO3)c1	-0.358
COc1ccccc1-c1ccc([C@H]2[C@@H](CO)N(C(=O)NC(C)C)[C@H]2C#N)cc1	-16.3*
COCC(=O)NC[C@@H]1[C@@H](c2ccc(-c3ccccc3)cc2)[C@H](CO)N1C(C)=O	-2.13
COCC(=O)N1CC(=O)N2[C@H](CO)[C@@H](c3ccc(-c4ccccc4)cc3)[C@H]2C1	-1
CCC(=O)N1C[C@@H](O)COC[C@@H]2O[C@@H](CC(=O)NC)CC[C@H]21	2.51
CN(C)C(=O)C[C@@H]1C[C@H]2c3cc(NC(=O)Nc4ccc(F)cc4)ccc3O[C@H]2[C@H](CO)O1	0.151
CCCNC(=O)N1[C@H](CO)[C@H](c2ccc(C3=CCCC3)cc2)[C@@H]1C#N	6.46
CC(C)C#Cc1ccc([C@@H]2[C@H]3CN(C(=O)c4ccc5c(c4)OCO5)CCCCN3[C@H]2CO)cc1	1.68
O=C1CN(S(=O)(=O)Cc2ccccc2)C[C@H]2[C@H](c3ccc(C#Cc4cccnc4)cc3)[C@@H](CO)N12	3.19
C[C@@H]1CN([C@@H](C)CO)S(=O)(=O)c2ccc(C#Cc3cccc(F)c3)cc2O[C@@H]1CN(C)S(=O)(=O)c1cn(C)cn1	0.391
CCCC#Cc1ccc([C@H]2[C@H](CO)N3C(=O)CN(C(=O)Nc4ccccc4F)C[C@@H]23)cc1	-2.6
N#C[C@@H]1[C@@H](c2ccccc2-c2ccccc2F)[C@H](CO)N1C(=O)C1CCOCC1	3.77
COc1ccc(NC(=O)N2CCCCN3[C@H](CO)[C@H](c4ccc(-c5ccccc5C)cc4)[C@H]3C2)cc1	-4.26*
COc1ccccc1NC(=O)C[C@H]1CC[C@H]2[C@@H](COc3ccc(NS(C)(=O)=O)cc3C(=O)N2C)O1	-6.1*

As entered above.
Reading for C[C@@H]1CN([C@@H](C)CO)S(=O)(=O)c2ccc(C#Cc3cccc(F)c3)cc2O[C@@H]1CN(C)S(=O)(=O)c1cn(C)cn1 in IDE exosite inh: 0.391
Reading for COc1ccccc1NC(=O)C[C@H]1CC[C@H]2[C@@H](COc3ccc(NS(C)(=O)=O)cc3C(=O)N2C)O1 in IDE exosite inh: -6.1*
Reading for COc1ccc(NC(=O)N2CCCCN3[C@H](CO)[C@H](c4ccc(-c5ccccc5C)cc4)[C@H]3C2)cc1 in IDE exosite inh: -4.26*
Reading for N#C[C@@H]1[C@@H](c2ccccc2-c2ccccc2F)[C@H](CO)N1C(=O)C1CCOCC1 in IDE exosite inh: 3.77
Reading for CCCC#Cc1ccc([C@H]2[C@H](CO)N3C(=O)CN(C(=O)Nc4ccccc4F)C[C@@H]23)cc1 in IDE exosite inh: -2.6

Screens from PubChem.

This is a subset; the hit share may differ from the screen's.
